Screens (PubChem)
CFTR F508del cor: correctors of CFTR F508del function in bronchial epithelial cells; activity (quench increase), % at 7.58 µM; CFBE cells, YFP halide quenching; stimulated with forskolin plus potentiator P3; % fluorescence drop versus neutral controls; 0.36% of 350,000 active;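 active = mean added fluorescence quench of at least 8% versus neutral control, with both replicates also reaching 8%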;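 note: cells transiently co-express mutant CFTR-F508del with the halide-sensitive YFP; corrector assay measuring rescue of mutant channel to the surface after 24 h compound exposure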
RAD54 inh: inhibitors of human RAD54 branch migration. Q92698. RAD54 Holliday junction branch migration, FAM/BHQ fluorescence. inhibition, % at 10.4 µM. 0.14% of 360,000 active. AID 602329;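 active = mean normalized replicate activity at least 40 and at least half of replicates scoring 40 or more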;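 note: 0% = median of neutral control wells and 100% = median of positive control wells; inhibitors cause a drop in the FAM fluorescence signal; in these data hits start at about 50%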
ARNT TACC3 PPI: ARNT/TACC3 interaction disruption | 0.66% of 390,000 active | inhibition, % at 9.99 µM | AlphaScreen His-ARNT PAS-B/GST-TACC3 binding, luminescence; TACC3 fragment carries E629A point mutation | AID 623870;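 active = mean inhibition of replicates at least 50% and at least half of replicates each reaching 50%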;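 note: 0% = complete ARNT plus TACC3 wells and 100% = ARNT alone without TACC3; many hits fall short of the cut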
RAD52 anneal inh: inhibitors of human RAD52 DNA annealing; P43351; recombinant RAD52 DNA annealing, FRET fluorescence; inhibition, % at 18.7 µM; 0.46% of 360,000 active; AID 651710;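 active = every replicate showing at least 50% inhibition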
Target sequence (P43351 whole entry, looked up): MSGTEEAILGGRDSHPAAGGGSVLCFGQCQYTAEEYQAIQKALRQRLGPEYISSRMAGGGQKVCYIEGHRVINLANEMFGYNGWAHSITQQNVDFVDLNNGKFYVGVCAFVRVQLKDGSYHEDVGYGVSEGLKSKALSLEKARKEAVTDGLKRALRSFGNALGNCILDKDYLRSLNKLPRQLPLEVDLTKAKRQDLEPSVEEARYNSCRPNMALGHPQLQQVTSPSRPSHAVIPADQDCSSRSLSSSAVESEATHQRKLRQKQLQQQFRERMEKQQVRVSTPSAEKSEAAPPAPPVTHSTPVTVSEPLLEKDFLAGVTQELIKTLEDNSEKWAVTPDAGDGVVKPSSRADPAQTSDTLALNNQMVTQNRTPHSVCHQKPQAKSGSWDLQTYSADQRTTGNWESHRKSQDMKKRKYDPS
INS-1E GSIS act: GLuc luminescence reporter in INS-1E cells, primary screen for activators of glucose-dependent secretion of insulin; INS-1E GLuc reporter insulin secretion, 2-3 h; activation, % at 16.6 µM; 0.61% of 370,000 active; AID 743287;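 active = lowest replicate activation of at least 40%, so every replicate reaches that level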;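 note: 0% = median of neutral control wells and 100% = median of IBMX positive control wells; some compounds called inactive have numbers as strong as hits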
ERAP1 inh: inhibitors of human ERAP1 aminopeptidase; AID 652197; 0.15% of 340,000 active; inhibition, % at 10.7 µM; Q9NZ08; recombinant ERAP1, Leu-AMC fluorescence, 60 min;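 active = mean replicate inhibition of at least 30%, or all replicates individually reaching that 30% level; inactive = mean below 30% and not every replicate reaching it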;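 note: 0% = neutral control wells and 100% = L-leucinethiol positive control wells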
esBAF inh: blocks esBAF chromatin remodeling in mouse ES cells; Bmi1-luciferase knock-in reporter, 24 h; 100% = twice the neutral-well signal; reporter increase, % at 12.5 µM; 2% of 350,000 active; in the data active = activation above about 40%;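 note: 0% = median of the plate's neutral control wells and 100% = double that signal; a rise in the Bmi1 reporter signal indicates esBAF inhibition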
XiGFP reactiv: activators of X-chromosome reactivation in mouse fibroblasts. AID 743238. XiGFP mouse fibroblasts, % GFP-positive cells imaging, 3 d; cells co-treated with 5-aza-dC sensitizer; scaled so ellipticine positive control = 100%. activation, % at 7.58 µM. 0.055% of 360,000 active;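 active = mean normalized replicate activation at least 10% and every replicate at or above 10%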;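 note: 0% = median of on-plate neutral control wells and 100% = ellipticine 6 µM median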
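assay system = SV40-immortalized XiGFP fibroblast cells, line 68-5-11 | buffer or medium = DMEM plus 5-aza-dC sensitizer | doses = single-point pinned compound dosing | times = 3-day compound exposure, then 15 min fixation at room temperature | benchmarks = positive control ellipticine, 6 µM final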
* hit, by the source's call; / = not tested or not shown; & = joins results of further samples.

SMILES | CFTR F508del cor | RAD54 inh | ARNT TACC3 PPI | RAD52 anneal inh | INS-1E GSIS act | ERAP1 inh | esBAF inh | XiGFP reactiv
CC(COS(N)(=O)=O)Cc1ccc(C(F)(F)F)cc1 (stereo unspecified) | 6.0 | -5 | 1 | 10 | -15 | 1 | -6 | 0.0
CO[C@@H]1CN(C)C(=O)c2cc(NC(=O)c3nc4ccccc4s3)ccc2OC[C@H](C)N(Cc2cccnc2)C[C@@H]1C | 1.2 | 2 | 2 | 13 | -33 | 1 | -1 | 0.1
COc1ccc(NC(=O)Nc2cccc3c2O[C@@H](CN(C)C(=O)Nc2cccc4ccccc24)[C@H](C)CN([C@@H](C)CO)C3=O)cc1 | -0.5 | -1 | 23 | / | -8 | / | 38 | -0.2
O=C(O)c1ccc(CSc2nnc(-c3ccccc3)n2-c2ccccc2)cc1 | -3.9 | / | -7 | -19 | 8 | -4 | / | 0.0
Cc1nn(-c2ccc(F)cc2)c(Cl)c1C(=O)N(C)CC(=O)Nc1cccc(F)c1 | 0.1 | -5 | 2 | 1 | -17 | -2 | -2 | 0.3
O=C(COc1ccccc1Cl)NCCNC(=O)c1ccccn1 | 1.1 | -1 | -5 | -3 | 6 | -4 | -12 | 0.0
Cc1ccc(C(=O)c2c[nH]c(C(=O)NCCCN3CCOCC3)c2)cc1 | / | -2 | 0 | -8 | -3 | 1 | -3 | /
CCC(CC)NC(=O)C1CC(=O)N(CCc2ccc(F)cc2)C1 (stereo unspecified) | -1.9 | -6 | -6 | -8 | -8 | / | -6 | 0.4
CCCCN(Cc1ccccc1)S(=O)(=O)c1c(N)n(C)c(=O)n(C)c1=O | 2.0 | -8 | -4 | -5 | / | -3 | -4 | 0.0
Nc1ccc(NC(=O)CCN2CCOCC2)cc1 | 1.6 | 3 | 2 | 60* | -6 | -1 | -9 | 0.3
COc1ccc(S(=O)(=O)N2CCCCC2)cc1NC(=O)c1cncc(Br)c1 | -1.6 | -1 | 5 | -1 | -3 | 0 | 2 | 0.1
COc1ccc(CCNC(=O)CSc2n[nH]c(N)n2)cc1OC | 2.9 | 1 | 8 | -6 | 86* | 0 | -3 | 0.1
O=C(CSc1ccc2nnc(-c3ccccn3)n2n1)NCC1CCCO1 (stereo unspecified) | 2.6 | 2 | 56* | -2 | -5 | 0 | -3 | 0.0
C[C@@H]1CN([C@H](C)CO)C(=O)Cc2cc(NS(=O)(=O)c3ccc(F)cc3)ccc2O[C@H]1CN(C)S(=O)(=O)c1cn(C)cn1 | -0.9 | -3 | -17 | -8 | 26 | 2 | -3 | -0.4
COC(=O)C1=C(C)N(CCCC(=O)O)C(=O)NC1c1cccs1 (stereo unspecified) | -1.1 | 3 | -7 | -10 | 17 | 1 | 8 | 0.0
COCC(=O)N(C)C[C@@H]1Oc2cc(-c3ccc(C)cc3)ccc2S(=O)(=O)N([C@@H](C)CO)C[C@H]1C | 0.4 | 0 | 4 | -5 | -8 | 3 | 7 | -0.6
C[C@H]1CN([C@@H](C)CO)C(=O)c2cc(C#CCC3CCCC3)cnc2O[C@H]1CN(C)C(=O)c1cnccn1 | -2.3 | 1 | 3 | 9 | -18 | 0 | -2 | 0.8
CC(C)NC(=O)Nc1ccc2c(c1)CC(=O)N([C@@H](C)CO)C[C@@H](C)[C@H](CN(C)Cc1ccc(C(=O)O)cc1)O2 | -0.9 | -3 | -1 | -10 | 1 | -2 | -4 | 1.6
CC(CNC(=O)c1ccco1)NC(=O)c1ccco1 (stereo unspecified) | 3.1 | -4 | -14 | -8 | -12 | -2 | -7 | 0.0
CC=Cc1ccc2n(c1=O)C[C@H]1[C@H](CO)[C@@H](C(=O)NCc3ccccc3F)N[C@@H]21 (mixture of isomers) | / | -11 | 6 | -6 | 7 | 2 | -2 | 0.3
COc1ccc(N2CCN(C(=S)Nc3ccccc3)CC2)cc1 | -1.6 | -4 | -7 | -23 | 1 | -1 | -3 | 0.0
COc1ccc(NC(=O)Nc2cccc3c2O[C@@H](CN(C)Cc2ccc(C(F)(F)F)cc2)[C@H](C)CN([C@@H](C)CO)C3=O)cc1 | 0.9 | -3 | 2 | -6 | -12 | 0 | 8 | -1.2
CCc1cnc(N2[C@H](C#N)[C@@H](c3ccc(-c4cccc(F)c4)cc3)[C@@H]2CO)s1 | -2.2 | -9 | 1 | -35 | -3 | 2 | -5 | 0.1
O=C1CCCCC1(CCc1ccncc1)CCc1ccncc1 | -4.1 | 7 | 1 | 11 | -10 | 4 | 5 | 0.2

Taken from the results shown (five entries):
SMILES | CFTR F508del cor | RAD54 inh | ARNT TACC3 PPI | RAD52 anneal inh | INS-1E GSIS act | ERAP1 inh | esBAF inh | XiGFP reactiv
O=C(CSc1ccc2nnc(-c3ccccn3)n2n1)NCC1CCCO1 (stereo unspecified) | 2.6 | 2 | 56* | -2 | -5 | 0 | -3 | 0.0
C[C@@H]1CN([C@H](C)CO)C(=O)Cc2cc(NS(=O)(=O)c3ccc(F)cc3)ccc2O[C@H]1CN(C)S(=O)(=O)c1cn(C)cn1 | -0.9 | -3 | -17 | -8 | 26 | 2 | -3 | -0.4
COC(=O)C1=C(C)N(CCCC(=O)O)C(=O)NC1c1cccs1 (stereo unspecified) | -1.1 | 3 | -7 | -10 | 17 | 1 | 8 | 0.0
COCC(=O)N(C)C[C@@H]1Oc2cc(-c3ccc(C)cc3)ccc2S(=O)(=O)N([C@@H](C)CO)C[C@H]1C | 0.4 | 0 | 4 | -5 | -8 | 3 | 7 | -0.6
C[C@H]1CN([C@@H](C)CO)C(=O)c2cc(C#CCC3CCCC3)cnc2O[C@H]1CN(C)C(=O)c1cnccn1 | -2.3 | 1 | 3 | 9 | -18 | 0 | -2 | 0.8

Next section:
SMILES | CFTR F508del cor | RAD54 inh | ARNT TACC3 PPI | RAD52 anneal inh | INS-1E GSIS act | ERAP1 inh | esBAF inh | XiGFP reactiv
COc1cc(C2NC(=O)N(C)C(C)=C2C(=O)OCc2ccccc2)cc(Br)c1O (stereo unspecified) | 2.2 | 4 | 3 | -2 | -19 | -1 | 0 | 0.1
Cn1c(CCN2CCN(c3ccccn3)CC2)nc2cc(NS(=O)(=O)c3ccc(F)cc3)ccc21 | -0.6 | 2 | / | -26 | -15 | 0 | 11 | 0.0
Cc1ccccc1C(=O)N1CCC[C@@H]1C(=O)N1CCC[C@H]1C(=O)NCc1ccncc1 | 0.9 | / | / | -15 | -8 | / | / | 0.1
Cc1cc(C)c(C(CC(=O)c2cccs2)C(C#N)C#N)c(C)c1 (stereo unspecified) | / | / | -1 | -6 | / | 1 | / | 0.3
O=C(CCCOc1ccc(Cl)cc1Cl)Nc1ncccn1 | 0.2 | 1 | 1 | -7 | 16 | -2 | / | 0.1
Clc1cccc(-c2nc3c4ccccc4ccn3c2Cc2ccccc2)c1 | 2.0 | -3 | / | -68 | 30 | / | -4 | 0.0
Cc1ccc(NC(=O)CS(=O)CC(=O)Nc2cnc3ccccc3c2)cc1Cl (stereo unspecified) | -3.3 | / | -15 | -21 | -2 | -2 | 1 | 0.0
COc1ccc(CN2CCNC(=O)C2CC(=O)NCCCC2CCCC2)c(F)c1 (stereo unspecified) | 0.2 | 5 | -4 | -36 | -26 | -5 | / | -0.2
CCC(C)C(NC(=O)c1ccccc1NC(=O)c1ccc(OC)cc1)C(=O)NCCCn1ccnc1 (stereo unspecified) | -0.5 | 3 | -4 | -12 | 2 | -4 | 2 | 0.0
COC(=O)C(Cc1c[nH]c2ccccc12)NC(=O)c1cccs1 (stereo unspecified) | 0.6 | 12 | 0 | -7 | / | / | -2 | 0.0
COc1ccccc1NC(=O)CSc1nnc(-c2ccoc2C)o1 | -1.0 | 6 | -1 | -21 | 12 | -7 | 40 | 0.1
O=S(=O)(CS(=O)(=O)Oc1ccccc1)Oc1ccccc1 | -1.1 | / | -2 | -10 | -7 | 2 | 0 | 0.1

Records listed so far that bear a hit mark in INS-1E GSIS act.
smiles | CFTR F508del cor | ARNT TACC3 PPI | RAD52 anneal inh | INS-1E GSIS act | ERAP1 inh | esBAF inh
COc1ccc(CCNC(=O)CSc2n[nH]c(N)n2)cc1OC | 2.9 | 8 | -6 | 86* | 0 | -3

The list continues.
SMILES | CFTR F508del cor | RAD54 inh | ARNT TACC3 PPI | RAD52 anneal inh | INS-1E GSIS act | ERAP1 inh | esBAF inh | XiGFP reactiv
COc1ccc(C(C[N+](=O)[O-])c2c(C)[nH]n(-c3ccccc3)c2=O)cc1 (stereo unspecified) | 0.7 | 4 | 72* | -10 | -26 | 2 | -8 | 0.0
CC(NC(=S)Nc1cccc(F)c1)C(c1cccs1)N1CCOCC1 (stereo unspecified) | -1.1 | -3 | 19 | -14 | 1 | -3 | -2 | 0.0
COC(=O)[C@@]1(Sc2ccc(C)cc2)CC(=O)N(c2ccc(Cl)cc2)[C@@H]1c1ccccc1 | -3.5 | / | / | -3 | 19 | / | / | -0.1
O=C(C1=C[C@@H](c2ccc(C(F)(F)F)cc2)C[C@@H](OCCCCO)O1)N1CCN(Cc2ccc3c(c2)OCO3)CC1 | 3.8 | -9&2 | 5&-10 | -5 | / | 0 | 1 | /
COc1ccc(/C=C/C(=O)NC(=S)NCc2ccccc2)cc1OC | 0.4 | / | 22 | -19 | 25 | 0 | / | 0.3
CCOc1ccc(NC(=O)CC2C(=O)NCCN2C(=O)c2ccc(Cl)cc2)cc1 (stereo unspecified) | -2.0 | / | 5 | -20 | -15 | 0 | / | 0.1
CCc1cc2cc(C)cc(C)c2nc1Cl | 0.7 | 0 | -7 | -1 | 2 | 2 | -4 | 0.0
COc1ccc(NC(=O)N(C)C[C@@H]2OCCCC[C@H](C)Oc3ccc(NC(=O)CCCN(C)C)cc3C(=O)N([C@H](C)CO)C[C@H]2C)cc1 | -2.6 | 9 | -9 | -14 | -1 | 2 | -5 | -0.4
Cc1cc(/C=C2\SC(=S)N(C)C2=O)c(C)n1-c1ccccc1O | -3.4 | -21 | 7 | -46 | -3 | -4 | 13 | 0.2
CCn1c(SCC(=O)N2CCN(c3ccc(Cl)cc3)CC2)nc2ccccc2c1=O | / | 5 | 0 | / | -27 | / | -3 | /
CCN(CC(=O)NCc1cccs1)C(=O)CCC(=O)c1ccc(C)cc1 | -0.4 | -3 | -20 | -21 | 1 | 0 | -3 | 0.0
OC[C@H]1[C@H](c2ccc(Br)cc2)[C@@H]2CN(Cc3ccccn3)CCCCN12 | 3.6 | 0 | 11 | -7 | 9 | 4 | 0 | 0.7
Cc1ccc(NC(=O)COc2cccc(Oc3ccccc3)c2)cc1S(=O)(=O)N1CCOCC1 | 0.8 | 10 | / | -9 | -2 | -1 | 0 | 0.2
COc1ccc(/C=C/CN2CCCC(C(=O)c3ccc(OC)c(F)c3)C2)cc1 (stereo unspecified) | 1.3 | -3 | 8 | -9 | 2 | 5 | -5 | 0.0
CCOC1=CC(=O)OC(c2ccccc2)C1 (stereo unspecified) | -0.8 | -17 | -15 | -6 | -7 | -1 | -6 | 0.4
CCOC(=O)C1CCN(C(=O)c2ccc(Cl)c(S(=O)(=O)N3CCCC3)c2)CC1 | -0.4 | 9 | 0 | -11 | 24 | -1 | 2 | 0.5
CCCN1[C@@H]2c3ccc(-c4ccccc4OC)c(=O)n3C[C@@H]2[C@@H](CO)[C@@H]1C(=O)Nc1nccs1 | / | -6 | 4 | -7 | -8 | -1 | 5 | 0.2
